# Compound activity deposited in PubChem by National Center for Advancing Translational Sciences (NCATS).
# Sm TGR block = S. mansoni TGR enzyme inhibition. Q962Y6. purified TGR, DTNB reduction, TNB absorbance 405 nm. AID 485364. Potency, µM (series often up to 114 µM), for inactives: top-dose activity change, negative = inhibition, usual class: inhibitors. 360,000 tested, 3% active; also: potency is read from the fitted curve at half-maximal effect; nearly all actives have a fitted effect of over 60% in size
#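 Kinetic colorimetric format: TGR-catalysed, NADPH-driven DTNB reduction monitored via TNB absorbance. Enzyme dispensed at 20 nM; compound exposure 15 min at room temperature before reaction start.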
# FBPA Giardia inh = blocks Giardia fructose-bisphosphate aldolase activity; A8B2U2; purified Giardia FBPA; Potency, µM (top dose mostly 59.6 µM), without a hit: top-dose activity, negative = inhibition, hits mostly inhibitors; 290,000 tested, 0.71% active; AID 2451; also: potency is read from the fitted curve at half-maximal effect; nearly all actives have a fitted effect of over 55% in size
# Target sequence (A8B2U2 whole entry, looked up): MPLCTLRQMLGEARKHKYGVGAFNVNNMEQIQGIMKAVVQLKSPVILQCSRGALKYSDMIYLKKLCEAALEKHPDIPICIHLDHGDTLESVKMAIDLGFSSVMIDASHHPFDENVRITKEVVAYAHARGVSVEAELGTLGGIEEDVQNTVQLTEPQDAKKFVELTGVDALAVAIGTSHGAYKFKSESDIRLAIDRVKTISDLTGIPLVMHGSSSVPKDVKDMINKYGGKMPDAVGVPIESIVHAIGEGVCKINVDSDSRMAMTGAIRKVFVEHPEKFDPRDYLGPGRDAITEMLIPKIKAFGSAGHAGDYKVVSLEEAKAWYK
#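 Giardia FBPA (40 nM reagent) was preincubated 10 min at RT with compound (up to 57.5 uM final), then substrate plus GAPDH/TPI/NAD/arsenate coupling system with diaphorase/resazurin was added; resorufin fluorescence (525/598 nm) was read after 20 min.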
# AMA1-RON2 inh = inhibitors of Plasmodium falciparum AMA1-RON2 interaction. 360,000 tested, 0.2% active. AlphaScreen AMA1-biotinylated RON2 peptide binding. Potency, µM (titrated, usually from 58.2 µM), without a hit: at the top dose activity change, negative = inhibition, hits mostly inhibitors;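 also: potency is read from the fitted curve at half-maximal effect; 0% = vehicle wells and -100% = peptide control; nearly all actives have a fitted effect of over 45% in size; some results filed as inactive show a strong effect at the top dose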
#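 AMA1 (3D7) with his tag at 25 nM final met compounds first, then biotinylated RON2 peptide at 25 nM; detection used donor plus acceptor beads, 10 µg/mL apiece, read by AlphaScreen after 30 min at room temperature.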
# HCV inhibitor = blocks hepatitis C virus; AID 651820; Potency, µM (series often up to 41.8 µM), inactives show at the top dose activity change, negative = inhibition, usual class: inhibitors; 340,000 tested, 3.4% active; Huh7.5.1 HCVcc-Cre infection, luciferase reporter, 44 h; also: potency is read from the fitted curve at half-maximal effect
#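 A cell-based infection assay in which seeded cells (1,000 per well) receive test compound after 4 h, are inoculated with HCVcc-Cre at approximately 0.5 moi, and are incubated 44 h before luminescence detection.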
# HCMV inh = inhibitors of human cytomegalovirus; activity change, negative = inhibition, % at 57.5 µM; HFF cells, HCMV-luciferase reporter, 72 h; active compounds read low; 410,000 tested, 4.5% active; in the data active = activity change below about -60%; inconclusive = no clear call, values can overlap the other calls; inactive = above about -39%
#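 Compounds were evaluated in HFFs infected with an HCMV luciferase reporter virus (MOI 1 PFU/cell). Luciferase in lysates collected 72 h post infection served as the replication measure.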
# AmpC detergent = inhibitors of E. coli AmpC beta-lactamase with detergent; AmpC hydrolysis of nitrocefin, absorbance 480 nm, 0.01% Triton; Potency, µM (doses to about 114 µM), for inactives: at the top dose activity change, negative = inhibition, actives largely listed as inhibitors; 370,000 tested, 0.041% active; AID 485294;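 also: potency is read from the fitted curve at half-maximal effect; 0% = no-compound wells and -100% = no-enzyme wells; nearly all actives have a fitted effect of over 25% in size; some results filed as inactive show a strong effect at the top dose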
# Target sequence (P00811 whole entry, looked up): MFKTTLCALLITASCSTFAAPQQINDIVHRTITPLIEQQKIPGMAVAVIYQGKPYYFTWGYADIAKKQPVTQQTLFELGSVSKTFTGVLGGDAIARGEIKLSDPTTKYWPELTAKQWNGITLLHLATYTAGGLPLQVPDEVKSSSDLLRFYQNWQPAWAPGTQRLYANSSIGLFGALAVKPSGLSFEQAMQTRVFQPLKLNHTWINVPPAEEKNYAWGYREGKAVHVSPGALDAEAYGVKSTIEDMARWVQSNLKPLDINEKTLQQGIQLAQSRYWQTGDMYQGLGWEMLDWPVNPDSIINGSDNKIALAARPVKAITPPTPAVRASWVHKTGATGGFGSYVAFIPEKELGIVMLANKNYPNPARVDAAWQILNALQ
#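 AmpC (5.3 nM in the dispensed reagent) in 20 mM phosphate pH 7.0 with 0.01% (detergent screen) or 0.0001% Triton X-100 was preincubated with compounds for 15 min at room temperature. Nitrocefin was then added from an 800 uM solution, and hydrolysis was followed at 480 nm.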
# The depositor's hits bear a star; ? = inconclusive; / = not tested or not shown; & = joins results of further samples; [ ] = dose if it differs, or a comment. Unless noted, calls follow the shape of the dose curve; as a rule, active = well fitted curve in the direction sought with a large enough effect; inconclusive = small, poorly fitted or top-dose-only effect, or another doubt; inactive = no such curve, though single readings can be large; an effect the other way counts as inactive or inconclusive. Unless noted, % is scaled to controls: 0 for no effect and ±100 for the full control effect.
nr	mol	Sm TGR block	FBPA Giardia inh	AMA1-RON2 inh
1	O=C1COc2ccc3ccccc3c21	-10%	-3%	8%
2	CC(C)n1c(N2CCN(C(=O)NCc3ccccc3)CC2)nc2ccccc21	-27%	0%	13%
3	CSc1ncccc1C(=O)Nc1ccc2c(c1)OCO2	-12%	/	4%
4	C=C(C)CNC(=O)c1ccc(OC2CCN(S(=O)(=O)N(C)C)CC2)cc1	-22%	-2%	2%
5	COc1ccc(S(=O)(=O)NCC2CCCN(C(=O)c3cccnc3C)C2)cc1 (stereo unspecified)	-8%	4%	14%
6	Cc1ccc(N2C(=O)c3ccccc3C2=O)cc1C	2%	-4%	-6%
7	Cc1ccc(/C=C/C(=O)Nc2cccc3cccnc23)o1	?	-17%	41%[activator]
8	COC(=O)c1cccc(NC(=S)NC(C)C)c1	-16%	-4%	2%
9	Cc1ccc(C(=O)c2cn(CC(=O)Nc3ccc(C)cc3Cl)c3nc(C)ccc3c2=O)cc1	-8%	/	/
10	COC(=O)[C@H](CCSC)NC(=O)Cn1ccc(NC(=O)OCc2ccccc2)nc1=O	8%	/	22%

nr	HCV inhibitor	HCMV inh	AmpC detergent
1	3%	-23	-4%
2	-22%	-34	?
3	3%	0	1%
4	-3%	20	8%
5	-3%	-36	-5%
6	-7%	34	?
7	?	96	?
8	15%	0	-9%
9	/	12	-5%
10	-2%	-14	3%

# Entries shown so far with four or more nitrogen atoms:
nr	mol	Sm TGR block	FBPA Giardia inh	AMA1-RON2 inh
2	CC(C)n1c(N2CCN(C(=O)NCc3ccccc3)CC2)nc2ccccc21	-27%	0%	13%
10	COC(=O)[C@H](CCSC)NC(=O)Cn1ccc(NC(=O)OCc2ccccc2)nc1=O	8%	/	22%

nr	HCV inhibitor	HCMV inh	AmpC detergent
2	-22%	-34	?
10	-2%	-14	3%

# Continued.
nr	mol	Sm TGR block	FBPA Giardia inh	AMA1-RON2 inh
11	CCNC(=S)N(CCc1c(C)[nH]c2ccc(Cl)cc12)Cc1cccnc1	2%	11%	-4%
12	Nc1cc(Nc2ccccc2)c2nonc2c1[N+](=O)[O-]	2%	0%	5%
13	CCOC(=O)C1=C(CS(=O)(=O)c2ccccc2)NC(=O)NC1c1ccccc1 (stereo unspecified)	-1%	1%	-15%
14	CS(=O)(=O)c1ccc(C(=O)NCC(c2ccco2)N2CCCCC2)cc1 (stereo unspecified)	-12%	4%	6%
15	COc1ccccc1N(CC(=O)NC1CCCCC1)S(=O)(=O)c1ccccc1	-13%	1%	2%
16	O=S(=O)(c1cc(F)ccc1F)N1CCC2(CC1)OCCN2S(=O)(=O)c1ccccc1	-18%	/	-22%
17	CCCCOC(=O)c1c(C)oc2c1cc(NS(=O)(=O)c1cc(OC)ccc1OC)c1ccccc12	0%	/	/
18	O=C(OCc1c(-c2ccccc2)ncc2ccccc12)c1ccccc1C(F)(F)F	/	/	0%
19	CC(=O)N(C)c1nc(N)n(-c2ccccc2)n1	/	3%	10%
20	CN(C(=O)COC(=O)c1ccc([N+](=O)[O-])cc1Cl)C1CCCCC1	5%	-3%	-17%

nr	HCV inhibitor	HCMV inh	AmpC detergent
11	-23%	-34	4%
12	4%	51	-9%
13	19%	22	?
14	13%	-32	-11%
15	-5%	-14	-6%
16	5%	-11	?
17	/	32	13%
18	49%[activator][8.37 µM]	-29	/
19	13%	1	3%
20	-8%	-20	4%

# Following part.
nr	mol	Sm TGR block	FBPA Giardia inh	AMA1-RON2 inh
21	COC(=O)c1c(NC(=O)CN(c2ccc(C)c(C)c2)S(C)(=O)=O)sc2c1CCCC2	0%	-5%	-13%
22	Cc1cccn2c(CNCC(C)Oc3cccnc3)c(C(=O)N3CCOCC3)nc12 (stereo unspecified)	6%	3%	-8%
23	C=CCn1c(C)nnc1SCC(=O)NC1CCCCC1	-4%	/	2%
24	Cc1ccc(NC(=O)C2(c3ccccc3)CCOCC2)cc1	3%[57.1 µM]	1%	9%
25	COc1ccc(CCNC(=O)COc2ccc(S(=O)(=O)NC3CCCCC3)cc2Cl)cc1OC	-11%	2%	-11%
26	CCOc1cc(C2C(C#N)=C(N)Oc3n[nH]c(-c4ccccc4)c32)ccc1O (stereo unspecified)	4%	-19%	-9%
27	O=C(c1ccco1)N1CCN(S(=O)(=O)c2ccc(S(=O)(=O)NC3CCCC3)cc2)CC1	-5%	6%	0%
28	CC(C)=Cc1oc2ccc([N+](=O)[O-])cc2c1N1CCOCC1	4%	-1%	-20%
29	O=C(Nc1cccc(Cl)c1)c1nc[nH]c1C(=O)NCCN(CCNC(=O)c1[nH]cnc1C(=O)Nc1cccc(Cl)c1)CCNC(=O)c1[nH]cnc1C(=O)Nc1cccc(Cl)c1	/	/	138%[activator]
30	CCCCN1CC(c2nc3ccccc3n2CCCCOc2ccc(C)cc2C)CC1=O (stereo unspecified)	0%	/	/

nr	HCV inhibitor	HCMV inh	AmpC detergent
21	-8%	-19	?
22	11%	27	5%
23	9%	-8	-13%
24	17%	-34	-8%
25	?	-62*	-5%
26	4%	-24	-9%
27	1%	16	-12%
28	0%	3	2%
29	6%	0	/
30	/	-105*	20%

# The listing continues:
nr	mol	Sm TGR block	FBPA Giardia inh	AMA1-RON2 inh
31	CCCCOC(=O)Nc1ccccc1C(=O)N1CCCC1	0%	1%	11%
32	CC(C)Oc1ccc(CNS(=O)(=O)c2cnc(N)nc2)cc1	-14%	/	/
33	c1cncc(CNc2ncnc3ccc(-c4ccc5c(c4)OCO5)cc23)c1	16%	/	/
34	Cc1cc(Nc2cccc(Cl)c2)nc2ccc(NC(=O)COc3ccc(Cl)cc3)cc12	-1%	/	/
35	CCOC(=O)c1c(C)[nH]c(C(=O)OCC(=O)Nc2sccc2C(N)=O)c1C	-5%	/	18%
36	CCOC(=O)c1ccc(NC(=O)c2nc(S(=O)(=O)Cc3ccccc3)ncc2Cl)cc1	8.9µM*	/	0%
37	CC[C@]12c3[nH]c4ccccc4c3CCN1C(=O)C(CC(=O)NCC13CC4CC(CC(C4)C1)C3)C[C@@H]2C(=O)N1CCN(C(=O)C2CC2)CC1 (stereo partly specified)	/	/	-10%
38	CCOC(=O)C1(CCc2ccccc2)CCN(C(=O)C2CCOCC2)CC1	8%	2%	4%
39	O=C(O)/C=C/c1ccc2c(c1)OCCO2	-9%	5%	-9%
40	CCOc1ccc(/C=N/NC(=O)c2ccc(F)cc2)cc1CN1CC2CC(C1)c1cccc(=O)n1C2 (stereo unspecified)	-11%	/	-6%

nr	HCV inhibitor	HCMV inh	AmpC detergent
31	4%	-19	-12%
32	/	-36	-8%
33	/	10	-4%
34	/	-106*	19%
35	2.8µM*	-68*	-7%
36	10µM*	-99*	-14%&-1%
37	22µM*	-16	/
38	-3%	9	4%
39	10%	-18	-7%
40	?	1	-4%

# New compounds follow.
nr	mol	Sm TGR block	FBPA Giardia inh	AMA1-RON2 inh
41	CC(=O)NC(CC(=O)O)c1ccc([N+](=O)[O-])cc1 (stereo unspecified)	2%	5%	3%
42	COc1cc2c(cc1OC)C(C)N(S(=O)(=O)c1ccc(C)cc1)CC2 (stereo unspecified)	10%	-18%	-12%
43	CC(C)Oc1ccccc1/C=N/NC(=O)c1ccccc1Cl	2%	-14%	72%[activator]
44	CCc1ccc(C(=O)COC(=O)c2cccs2)cc1	-26%	2%	64%[activator]
45	Cc1ccc2nsnc2c1NC(=O)c1sc2ccccc2c1Cl	-15%	7%	-16%
46	CCOC(=O)N1CCN(c2c(N3CCN(c4ccc(OC)cc4)CC3)c(=O)c2=O)CC1	-4%	-6%	-7%
47	CCOc1ccc(NC(=O)CCC(=O)Oc2ccc(C)cc2)cc1	5%	4%	1%
48	COc1ccc(Cn2c(O)c(C=Nc3ccccc3C(=O)O)c3ccccc3c2=O)cc1	8%	-10%	23%
49	CCNS(=O)(=O)c1ccc(NC(=O)Cc2ccc(F)cc2)cc1	-8%	0%	3%
50	NS(=O)(=O)c1ccc(CNC(=O)c2cccc(Oc3ccccc3)c2)cc1	12%	9%	4%

nr	HCV inhibitor	HCMV inh	AmpC detergent
41	6%	0	3%
42	-18%	-8	4%
43	-21%	-32	?
44	-3%	24	-2%
45	5%	-24	-11%
46	1%	14	2%
47	15%	3	-10%
48	21%	0	-8%
49	15%	70	?
50	20%	37	6%

# Next records
nr	mol	Sm TGR block	FBPA Giardia inh	AMA1-RON2 inh
51	CCn1c(SCC(=O)Nc2ccccc2)nc2c([nH]c3ccccc32)c1=O	0%	/	/
52	CCn1c(SCC(=O)O)nc2ccccc21	0%	0%	43%[activator]
53	COc1ccc(Cl)cc1NC(=S)N1CCCCCC1	-17%	-14%	10%
54	O=C(Nc1nnc(S(=O)(=O)N2CCCC2)s1)c1ccccc1Cl	-14%&29%	?	1%
55	COc1ccc(OC)c(NC(=O)c2c(NCc3ccc(N(C)C)cc3)sc3c2CCCC3)c1	22µM*	/	/
56	CCn1c2c(c(=O)n3ncc(C(=O)Nc4ccc(C(=O)OC)cc4)c13)CN(Cc1ccc(OC)cc1)CC2	-16%	/	/
57	CC(C)Oc1ccc(CNC(=O)CCCN2C(=O)CCn3nc(-c4cccn4C)cc32)cc1	0%	/	/
58	COc1cc2c(cc1OC)C1(CCCC1)CNC2C (stereo unspecified)	-12%	0%	3%
59	COc1ccc(Cl)cc1NC(=S)NC(=O)c1ccco1	-27%	/	4%
60	Oc1ccccc1C(=S)N1CCN(C(=S)c2ccccc2O)CC1	12%	4%	0%

nr	HCV inhibitor	HCMV inh	AmpC detergent
51	/	18	-4%
52	4%	-7	7%
53	7%	8	?
54	-4%	1&-4	-16%&5%
55	/	-23	7%
56	/	20	-5%
57	/	4	22%
58	-19%	-33	-3%
59	?	-3	?
60	-4%	43	9%

# Pulled by compound from above:
nr	mol	Sm TGR block	FBPA Giardia inh	AMA1-RON2 inh
55	COc1ccc(OC)c(NC(=O)c2c(NCc3ccc(N(C)C)cc3)sc3c2CCCC3)c1	22µM*	/	/
59	COc1ccc(Cl)cc1NC(=S)NC(=O)c1ccco1	-27%	/	4%

nr	HCV inhibitor	HCMV inh	AmpC detergent
55	/	-23	7%
59	?	-3	?

# Later entries
nr	mol	Sm TGR block	FBPA Giardia inh	AMA1-RON2 inh
61	COc1ccc(-c2nnc(SCC(=O)Nc3cccc(C(F)(F)F)c3)nc2-c2ccc(OC)cc2)cc1	-13%	/	/
62	COc1cc2c(cc1OC)CN(C(=O)c1ccc(S(=O)(=O)N3CCCCCC3)cc1)CC2	4%	-2%	-6%
63	OC(CN1CCCCC1)Cn1c2ccccc2c2cc(Br)ccc21 (stereo unspecified)	22%	0%	5%
64	CSc1ccccc1C(=O)Nc1ccc2c(c1)OCCO2	3%	-2%	-6%
65	O=C(/C=C/Nc1ccc(F)c(F)c1)c1ccc(Br)cc1	-14%	-4%	5%
66	CN1C(=O)C(O)N=C(c2ccccc2)c2ccccc21 (stereo unspecified)	5%	1%	-5%
67	CC1(NC(=O)CCc2ccccc2)CCN(CCCc2ccccc2)C1=O (stereo unspecified)	2%	/	-5%

nr	HCV inhibitor	HCMV inh	AmpC detergent
61	/	7	-2%
62	?	?	-6%
63	?	-26	2%
64	10%	46	6%
65	?	112	-7%
66	1%	173	3%
67	14%	18	2%
